# Compound activity as filed in PubChem.
# PPARg SRC3 recr: promotes SRC-3 coactivator recruitment by human PPARgamma | 200,000 tested, 0.26% active | activation, % at 8 µM | biochemical PPARgamma/SRC-3 coactivator recruitment assay | AID 731; in the data active = activation above about 23%;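 also: 0% = DMSO and 100% = reference agonist; some compounds past the cut are filed as inactive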
# SRC2 TRFRET art: counter-screen for PPARgamma SRC-2 recruitment agonists: TR-FRET artefact; stronger effect = higher value; TR-FRET ratio at 8 µM; 200,000 tested, 0.4% active; in the data active = TR-FRET ratio above about 2000; also: inactives centre near 1500
# STAT3 act: increases IL-6 driven STAT3 reporter signal. U3A cells, IL-6 STAT3-luciferase reporter, luminescence; 100% = signal with IL-6 EC80 alone. activation (% of control), % at 5.6 µM. 190,000 tested, 0.91% active;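 active = activation above the screen-wide mean of compound activation plus 3 SD, cut at about 130% in these data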;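 also: 0% = background luminescence of wells with medium and substrate only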
#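 Assay system – human STAT1-deficient U3A cells with stable STAT3-luciferase reporter · Also added – IL-6 (33 ng/mL) · Schedule – compound 1 h, then IL-6 6 h at 37 °C · Technique – reporter luminescence signal · Evaluation – % activation versus median of IL-6-stimulated wells · Benchmarks – IL-6-only wells as 100% reference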
# PPARg SRC-1 ag: PPARgamma-driven SRC-1 recruitment agonism; AID 631; activation, % at 8 µM; PPARgamma-SRC-1 coactivator recruitment biochemical assay; 200,000 tested, 0.41% active; P37231; in the data active = activation above about 19%;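 also: 0% = DMSO and 100% = reference agonist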
# TLR4-MyD88 BLA: inhibitors of human TLR4-MyD88 binding; inhibition, % at 8.4 µM; AID 861; O00206+Q99836; HeLa CL3-4 TLR4/MyD88 BLA complementation, FRET ratio; 200,000 tested, 0.18% active; in the data active = inhibition above about 25%;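 also: 0% = vehicle and 100% = reference inhibitor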
# STAT1 inh: reduces IFN-gamma driven STAT1 reporter signal | 200,000 tested, 0.35% active | inhibition, % at 5.5 µM | NIH 3T3 STAT1-luciferase reporter, luminescence | AID 920;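 active = inhibition above a set limit, the mean inhibition across all tested compounds plus 3 SD, cut at about 34% in these data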;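 also: 0% = IFN-gamma with DMSO and 100% = IFN-gamma with 300 µM nifuroxazide; values of inactives mirror those of a sister screen read the other way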
# S1P3 antag: antagonists of human S1P3 receptor; Q99500; CHO S1P3 NFAT-BLA reporter, FRET fluorescence, antagonist mode; inhibition, % at 4.98 µM; 170,000 tested, 0.27% active;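 active = inhibition above the plate cutoff, the mean inhibition of test wells on that plate plus 3 SD, cut at about 28% in these data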;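 also: cells challenged with S1P at its EC80 of 0.8 µM; blue over green emission ratio from cleaved BLA substrate after 4 h stimulation; 0% = S1P-stimulated wells and 100% = unstimulated DMSO-only wells; some compounds past the cut are filed as inactive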
# Target sequence (Q99500 whole entry, looked up): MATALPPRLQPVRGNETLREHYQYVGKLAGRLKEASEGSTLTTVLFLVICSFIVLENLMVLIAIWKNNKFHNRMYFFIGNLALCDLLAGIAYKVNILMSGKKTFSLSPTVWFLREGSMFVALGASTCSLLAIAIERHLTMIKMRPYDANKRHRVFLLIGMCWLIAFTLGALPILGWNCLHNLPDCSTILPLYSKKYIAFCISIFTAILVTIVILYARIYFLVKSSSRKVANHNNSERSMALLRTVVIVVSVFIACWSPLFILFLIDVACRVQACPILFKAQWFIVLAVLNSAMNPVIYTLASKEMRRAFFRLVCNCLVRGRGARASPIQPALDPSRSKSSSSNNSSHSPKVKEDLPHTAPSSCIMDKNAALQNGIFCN
# PPARg SRC-2 ag: promotes SRC-2 coactivator recruitment by human PPARgamma. PPARgamma LBD-SRC-2 recruitment, biochemical. activation, % at 8 µM. 200,000 tested, 0.34% active. AID 1032; in the data active = activation above about 22%;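 also: 0% = vehicle and 100% = reference agonist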
# ROMK mod: human ROMK K+ channel modulation, primary screen. P48048. Tet-inducible ROMK, thallium flux fluorescence; actives lie on both sides. B-score at 10 µM. 130,000 tested, 2% active;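 active = signal ratio slope over the read window, or its plate-corrected B-score, at least 3 SD from the plate mean, either direction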;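 also: B-score of the F/F0 ratio slope over 7 to 12 s after thallium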
# Target sequence (P48048 whole entry, looked up): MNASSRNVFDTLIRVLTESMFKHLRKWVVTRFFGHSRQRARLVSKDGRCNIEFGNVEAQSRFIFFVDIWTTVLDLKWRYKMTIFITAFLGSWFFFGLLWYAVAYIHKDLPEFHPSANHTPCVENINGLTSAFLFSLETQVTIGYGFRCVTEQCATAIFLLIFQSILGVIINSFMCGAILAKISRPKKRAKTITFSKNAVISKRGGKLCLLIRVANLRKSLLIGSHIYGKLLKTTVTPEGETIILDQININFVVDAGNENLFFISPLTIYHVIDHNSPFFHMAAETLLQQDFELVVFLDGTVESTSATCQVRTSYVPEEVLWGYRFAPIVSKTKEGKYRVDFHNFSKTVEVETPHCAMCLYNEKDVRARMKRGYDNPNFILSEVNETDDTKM
# RAM network inh: yeast RAM network inhibition. S. cerevisiae dse1pr::URA3 reporter, 5-FOA growth OD615, 2 d; analog-sensitive cbk1-as2 kinase mutant strain. AID 868. 190,000 tested, 1.8% active. inhibition, % at 50 µM;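 active = inhibition above a set limit, 3 SD over mean compound inhibition, cut at about 8.4% in these data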;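 also: 0% = DMSO-only wells with no growth and 100% = 10 µM 1-NA-PP1 full growth; inhibition rescues growth on 5-FOA so higher OD means more RAM inhibition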
# STAT3 blocker: inhibitors of IL-6 induced STAT3 signaling; inhibition, % at 5.5 µM; U3A cells, IL-6 STAT3-luciferase reporter, luminescence; host cell line lacks STAT1; AID 862; 190,000 tested, 0.89% active;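 active = inhibition above the mean inhibition across all screened compounds plus 3 SD, cut at about 44% in these data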;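 also: 0% = DMSO only wells and 100% = 100 µM nifuroxazide control wells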
# The depositor's hits bear a star; nt = not tested or not shown.
SMILES,PPARg SRC3 recr,SRC2 TRFRET art,STAT3 act,PPARg SRC-1 ag,TLR4-MyD88 BLA,STAT1 inh,S1P3 antag,PPARg SRC-2 ag,ROMK mod,RAM network inh,STAT3 blocker
COCCCn1c(SCC(=O)n2c(C)c(C)c3ccccc32)nnc1-c1ccoc1C,15,1664,106,7,-13,3,29,3,-1.8,0.2,-4
CC(CC(=O)O)CC(=O)Nc1ccccc1C(=O)O (configuration not stated),8,1538,95,2,4,2,-17,-1,0.3,1.9,10
CC1Cc2cc(-c3csc(NC(=O)Cc4cccs4)n3)ccc2N1S(C)(=O)=O (configuration not stated),-1,1638,34,14,14,6,40,1,-1.2,6.7,79*
CCC(CC)C(=O)c1c[nH]c(C(=O)NCc2ccco2)c1,10,1751,108,-1,-2,-5,nt,-6,nt,1.5,-4
C=CCOc1nc2c(c(=O)n(C)c(=O)n2C)n1Cc1ccc(Cl)cc1,-2,1608,87,1,6,0,-9,-3,0.38,0.9,15
CCN(CC)c1ccc(/C=N/NC(=S)NCc2ccccc2)cc1,-7,1473,102,13,1,-6,nt,9,nt,-0.3,4
CC(=O)Oc1ccc2c(=O)c(-c3ccccc3)coc2c1,-2,1716,96,9,-7,-34,-2,5,-0.24,1.2,7
CC(C)Cn1c(-c2cc([N+](=O)[O-])ccc2Cl)nc2c1c(=O)[nH]c(=O)n2Cc1ccccc1,5,1454,111,-2,6,-11,-5,0,nt,1.8,-18
CC(=O)O/N=C/c1c(N2CCOCC2)n(C)c2ccccc12,-14,1357,104,4,-11,8,nt,-1,nt,-0.1,5
O=C1c2ccccc2-c2nc3ncnn3c(-c3ccccc3)c21,-11,1336,105,2,4,-5,-14,3,nt,nt,-1
CCOC(=O)Cn1nc(-c2ccc(F)cc2)oc1=O,7,1658,102,-4,-7,-1,nt,4,0.017,0.9,-2
CC(C)(C)OC(=O)N/N=C\c1cccnc1,3,1706,99,7,-1,-17,11,2,nt,-0.4,4
Cc1nc(C)c(C(=O)Nc2cccc(Cl)c2)o1,14,1539,93,3,18,-4,12,-8,-0.33,-0.5,12
COc1ccc2[nH]c3c(=O)n(/N=C/[C@H]4C(C)C=C(C)CC4C)c(=O)[nH]c3c2c1 (some centres not stated),1,1395,101,-3,-38,-6,1,0,0.4,1.4,-2
O=C(O)Cn1c(=O)cnc2ccccc21,-6,1411,111,-1,-2,-5,nt,6,1.5,1.8,-13
O=C(Oc1ccc(Cl)cc1)c1ccc(N2CCOCC2)c([N+](=O)[O-])c1,0,1689,89,-3,3,10,1,-2,nt,1.8,15
CCc1noc(C)c1C(=O)N1CCCC(CCC(=O)NCc2ccc(F)c(F)c2)C1 (configuration not stated),0,1481,106,-2,-3,-3,-2,-6,0.71,2.2,5
Cc1cc(C)c2[nH]c(=O)c(CN(Cc3ccccc3)C(=S)NCCCN(C)C)cc2c1,8,1559,105,1,-2,2,1,6,-2.3,2.5,-4
COC(=O)c1ccc(N/C(C)=C/C(=O)c2ccc(C)o2)cc1,-10,1449,98,-1,-5,-2,-74,-4,-0.038,-0.8,4
O=C(/C=C/c1ccccc1Cl)NCc1ccccc1,-3,1329,96,4,9,-6,nt,-5,nt,1.6,6
Cn1cnnc1SCc1ccccc1,2,1513,101,-3,-10,-14,nt,-7,-0.024,2.3,-2
CCOC(=O)c1c(NC(=O)c2cc(C)oc2C)sc(C(=O)Nc2ccc(Cl)cc2)c1C,10,1615,98,4,6,-16,nt,1,-0.42,4.1,8
COc1cccc(/C=N/N2C(=O)CSC2=S)c1O,-2,1382,97,-3,-9,5,5,0,0.39,1.4,7
COc1ccccc1-c1nnc(Sc2nc([N+](=O)[O-])nn2C)o1,-6,1283,96,-1,4,22,nt,-2,-0.018,-0.6,11
COc1ccc(C2N(C(=O)CN3CCOCC3)CCN2S(=O)(=O)c2ccccc2)cc1 (configuration not stated),-6,1565,103,0,-13,7,-8,3,nt,-0.1,0
CCCC(=O)C1=C(O)C(c2cccc(Oc3ccccc3)c2)CCC1=O (configuration not stated),-2,1891,95,-2,3,10,20,4,-0.084,0.0,13
COCCNC(=O)/C(C#N)=C/c1ccc(-c2ccc(OC)cc2[N+](=O)[O-])o1,6,1534,94,0,-3,-2,nt,6,nt,0.5,13
COc1cc2c(cc1NC(=O)COC(=O)[C@@H](NS(=O)(=O)c1cccc(Cl)c1)C(C)C)oc1ccccc12,-5,1475,94,0,-2,6,12,5,nt,6.2,10
CC(=O)Nc1nc2ccc(NC(=O)c3ccco3)cc2s1,3,1573,108,4,-3,-28,nt,-2,0.042,0.9,-10
Oc1c(C(c2ccccc2)N2CCCCC2)sc2ncnn12 (configuration not stated),0,1590,103,2,-4,3,5,0,nt,2.3,-4
Cc1ccccc1-n1c(C)cc(/C=C2/C(=N)N3C(c4ccccc4)=CSC3=NC2=O)c1C,5,1705,93,10,10,4,-17,6,nt,3.1,13
COc1ccc(NC(=O)CN(c2ccccc2)S(=O)(=O)N(C)C)cc1Cl,-3,1476,102,-4,4,1,2,4,-0.015,0.1,4
CCOC(=O)Cc1cc(=O)n2[nH]c(C)c(-c3ccc(OC)cc3)c2n1,16,1550,104,10,4,6,-20,9,nt,-0.1,0
O=c1oc2ccccc2c2c1ncn2-c1ccccc1,6,1814,107,11,1,3,12,10,nt,0.4,-2
COc1ccccc1OCCOc1ccc(C(=O)c2ccccc2)cc1,5,1620,91,7,3,16,6,9,-0.99,10.0*,14
CCOC(=O)C(C)Sc1nc2c(c(=O)[nH]c(=O)n2C)n1CCc1ccccc1 (configuration not stated),6,1660,106,6,-7,3,-12,-6,nt,-0.8,-2
CCOC(=O)CSc1nnc(CNc2cccc(Cl)c2)n1-c1ccccc1,-8,1660,97,1,-8,3,5,3,nt,0.3,6
Cc1ccc(NC(=O)Cn2nnc(C(=O)Nc3ccc(C)c(C)c3)c2N)cc1,2,1761,90,6,-5,-1,nt,7,nt,4.0,16
CC12CCC(=O)N1C(C(=O)OCC(=O)Nc1cc(S(=O)(=O)N3CCCCC3)ccc1Cl)CS2 (configuration not stated),0,1621,94,9,9,-4,-1,4,-0.6,0.3,6
Cc1ccc(S(=O)(=O)NC(C)C(=O)Nc2ccc(C(N)=O)cc2)cc1 (configuration not stated),10,1391,101,-3,10,-5,-19,4,-0.59,1.9,2
CS(=O)(=O)Nc1cccc(C2=NN(S(C)(=O)=O)C(c3ccccc3)C2)c1 (configuration not stated),0,1479,94,11,2,2,-5,0,-0.039,3.0,16
CC(C)C1Nc2ccc(C(=O)O)cc2C2C=CCC21 (configuration not stated),2,1655,105,7,6,-3,-5,-1,1.2,2.9,2
O=C(Nc1sc2c(c1C(=O)O)CCC2)c1cccs1,7,1533,98,6,6,-2,-15,-10,nt,1.3,8
COc1ccc(C(=O)N/C(=C\c2ccco2)C(=O)NC2CCS(=O)(=O)C2)cc1 (configuration not stated),-3,1620,103,2,0,2,-9,-14,0.0082,0.5,-2
Cc1cccc(NC(=S)NNC(=O)c2nn(C)cc2Cl)c1,-5,1591,99,-1,9,-2,nt,10,-0.69,0.7,6
Cc1ccc(-n2[nH]c(C)c(/C=C3/C=Nc4ccccc43)c2=O)cc1C,5,1556,149*,-1,1,1,nt,1,nt,1.9,-54
COc1ccc(NC(=O)c2ccc(COc3ccccc3)o2)cc1,8,1568,98,0,-4,-13,nt,15,nt,4.0,4
CCCC(C)NC1=NCCCCC1 (configuration not stated),-2,1426,106,-7,5,-3,nt,5,nt,-0.1,-6
COc1ccc(CNC(=O)CCCCCn2c(SCC#N)nc3cc4c(cc3c2=O)OCO4)cc1,-1,1566,105,-4,-8,-2,nt,-7,0.013,0.6,-2
O=C(c1ccccc1[N+](=O)[O-])N1CCC(Cc2ccccc2)CC1,0,1381,101,1,8,-5,nt,4,nt,0.3,0
CS(=O)(=O)Nc1ccc(-c2n[nH]c(=S)n2-c2ccccc2)cc1,11,1649,99,19*,0,0,-25,14,nt,-0.2,6
COc1ccc(OCCSc2ncn[nH]2)cc1,13,1812,100,4,-10,-14,nt,2,nt,2.0,5
Fc1ccccc1COc1ccccc1CNCc1ccncc1,1,1583,100,5,11,13,nt,5,nt,1.6,6
O=C(COC(=O)/C=C/c1ccccc1)NCC1CCCO1 (configuration not stated),1,1673,98,4,10,-2,-12,3,1.4,1.7,8
O=C(Nc1ccccc1N1CCOCC1)c1ccc(Cl)nc1,1,1746,118,4,17,-4,-16,10,0.64,0.6,-18
Cc1c(C(=O)N2CCN(c3ccccc3)CC2)sc2ncnc(N3CCC(C)CC3)c12,-6,1567,101,7,1,-2,nt,7,0.28,2.0,4
O=C(NCCCn1ccnc1)C(=O)NCC(c1ccco1)N1CCN(c2ccc(F)cc2)CC1 (configuration not stated),-1,1574,94,-3,1,1,-11,1,-0.54,-1.4,12
CCOC(=O)C(C)(C)N(Cc1ccc(Cl)cc1)S(=O)(=O)c1ccc(Cl)c([N+](=O)[O-])c1,-3,1513,106,-2,18,-11,1,3,-1.3,9.4*,-4
Cc1ccc(C(=O)NCCc2cc3ccc(C)c(C)c3[nH]c2=O)cc1[N+](=O)[O-],-1,1480,95,3,-13,13,5,2,-0.051,4.0,9
Nc1nc(N2CCOCC2)cc(=O)[nH]1,-5,1431,102,4,3,5,nt,-2,nt,0.5,2

# The listing continues.
SMILES,PPARg SRC3 recr,SRC2 TRFRET art,STAT3 act,PPARg SRC-1 ag,TLR4-MyD88 BLA,STAT1 inh,S1P3 antag,PPARg SRC-2 ag,ROMK mod,RAM network inh,STAT3 blocker
CC(C)N(CCNC(=O)C1CCN(S(=O)(=O)N2CCOCC2)CC1)Cc1ccccc1,4,1660,106,2,-1,-4,-14,2,-0.33,2.7,-4
c1ccc2sc(N3CN(CCN4CCOCC4)CN(c4nc5ccccc5s4)C3)nc2c1,2,1520,90,8,8,10,21,3,nt,1.4,18
COc1ccccc1N(CN1C(=O)c2ccccc2C1=O)C(=O)c1cccnc1,2,1663,102,-2,2,-6,nt,7,nt,2.0,1
COCCNC(=O)CN(C(=O)Cn1nnc2ccccc21)c1ccc(F)c(Cl)c1,-2,1502,102,-10,9,2,-27,3,nt,0.7,2
C=CCn1c(=O)c(C(=O)Nc2ccccc2S(N)(=O)=O)c(O)c2ccccc21,-1,1558,131,-1,-12,-79,-6,-2,0.00095,1.2,-34
CCOC(=O)c1c2c3c(c(Cl)ccc3[nH]c1=O)C(=O)c1ccccc1-2,6,1639,88,-1,8,5,16,11,-0.0079,3.7,19

# Compounds as they come; any-hit rate near 5.6%.
